# Assay outcomes: PubChem, National Center for Advancing Translational Sciences (NCATS)
# HepG2 viability = HepG2 cytotoxicity, counter-screen for TGF-b inhibitors; HepG2 CAGA-GFP viability, ATP luminescence, 18 h; Potency, µM (top dose mostly 46.1 µM), for the others: at the top dose activity change, negative = cytotoxicity, usual class: cytotoxic; hit rate 0.76% among 410,000; AID 588856; note: potency is the fitted concentration of half-maximal effect; some results filed as inactive show a strong effect at the top dose
#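 HepG2 CAGA-GFP cells (1000/well, DMEM with 1% FBS) received compound, then TGF-beta at 500 pg/mL final, and were incubated 18 hours at 37 degrees C. Viability was read by CellTiter-Glo luminescence. Media-only wells were set as complete cell-killing and DMSO as no toxicity.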
# A549 tox = counter-screen for Nrf2 inhibitors: cytotoxicity in A549 cells; Potency, µM (top dose mostly 46 µM), without a hit: at the highest dose activity change, negative = cytotoxicity, actives largely listed as inhibitors; AID 504648; hit rate 0.16% among 390,000; A549 ARE-Fluc cells, CellTiter-Fluor viability, 18-24 h; note: potency is the fitted concentration of half-maximal effect; % is set by controls: 0 for no effect and ±100 for the full control effect
#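 Cytotoxicity counterscreen: CellTiter-Fluor fluorescence was measured in A549 ARE_Fluc cells after 18-24 h of compound exposure in a concentration series. The subsequent BugLite luminescent read reports ARE-luciferase activity.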
# Nrf2 inh = Nrf2 pathway inhibition; hit rate 2.1% among 360,000; A549 ARE-Fluc reporter, luciferase luminescence, 18-24 h; Potency, µM (top dose mostly 46 µM), inactives show top-dose activity change, negative = inhibition, most hits filed as inhibitors; note: potency is the fitted concentration of half-maximal effect; % is set by controls: 0 for no effect and ±100 for the full control effect; nearly all actives have a fitted effect of over 60% in size
#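 Two sequential reads on A549 ARE_Fluc cells exposed to compound for 18-24 h: a CellTiter-Fluor fluorescence read for viability, then a luciferase luminescence read for Nrf2/ARE activity.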
# Mm-Cpn inhibitor = inhibitors of Methanococcus maripaludis chaperonin (MmCpn); purified Mm-Cpn ATPase, ADP Transcreener TR-FRET; Potency, µM (series often up to 76.9 µM), without a hit: at the top dose activity, negative = inhibition, most hits filed as inhibitors; hit rate 0.031% among 330,000; AID 504842; note: potency is the fitted concentration of half-maximal effect; % is set by controls: 0 for no effect and ±100 for the full control effect; nearly all actives have a fitted effect of over 80% in size
#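 Purified archaeal chaperonin (25 nM final) was preincubated with compound for 10 min at 37°C, then ATP (10 uM final) was added for 30 min at 37°C in Tris pH 7.4/KCl/MgCl2/DTT buffer. ADP was quantified by HTRF Transcreener TR-FRET.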
# Abeta yeast res = restores growth of yeast expressing A-beta42 peptide | yeast expressing A-beta42, growth rescue, OD600, 48 h; response scale: 0% DMSO, 100% iron-clioquinol control | Potency, µM (highest dose often 46.1 µM), inactives show top-dose growth rescue, most hits filed as activators | hit rate 0.063% among 410,000 | AID 1347071; note: potency is the fitted concentration of half-maximal effect; nearly all actives have a fitted effect of over 55% in size
#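 Yeast growth medium received pinned compounds, then yeast cells expressing toxic A-beta were added; plates incubated at 30 C for 48 hr. Growth read as absorbance at 600 nm, normalized to DMSO and equimolar FeCl3 plus clioquinol controls.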
# CCT chaperon mod = cytosolic chaperonin activity modulation; hit rate 0.3% among 360,000; AID 651819; activity change, % (concentration not given with the values), hits read low; purified chaperonin ATPase assay, HTRF ADP detection, 30 min; in the data active = activity change below about -30%; note: % is set by controls: 0 for no effect and ±100 for the full control effect
#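 First, chaperonin was dispensed at 40 nM or 20 nM final depending on batch activity. Next, compounds were pinned at 76 uM and ATP added at 10 uM. After 30 min at 37 °C, ADP detection reagents ran 30 min at ambient temperature.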
# pAkt inh = blocks phosphorylation of Akt. Neuro2A IGF-stimulated pAkt S473 HTRF, 20 min; stronger effect = lower value. hit rate 0.32% among 360,000. AID 651550. activity change, % for hits at 50 µM; in the data active = activity change below about -80%; inconclusive = mostly about -51% to -80%; note: % is set by controls: 0 for no effect and ±100 for the full control effect
#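 Neuro2A cells in DMEM with 0.5% FBS, overnight at 37 deg C, given compound at single 50 µM final, then IGF (6 nM final) for 20 min at 37 deg C. Lysed; phospho-Akt Ser473 by HTRF after 24 h, 665/615 ratio.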
# TGFb SMAD3 inh = inhibitors of TGF-b signaling; AID 588855; Potency, µM (top dose mostly 46.1 µM), for inactives: at the top dose activity, negative = inhibition, hits mostly inhibitors; HepG2 CAGA-GFP TGF-b/SMAD3 reporter, GFP fluorescence, 18 h; TGF-beta stimulated, 500 pg/mL final; hit rate 1.2% among 410,000; note: potency is the fitted concentration of half-maximal effect; % is set by controls: 0 for no effect and ±100 for the full control effect; nearly all actives have a fitted effect of over 65% in size
#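 HEPG2 CAGA-GFP cells (1000/well, DMEM with 1% FBS) were pre-incubated 2 h at 37 degrees C, given compound by pin tool, then stimulated with TGF-beta at 500 pg/mL final for 18 h before per-cell GFP fluorescence imaging.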
# Nrf2 activator = activates Nrf2 signaling. AREc32 ARE-luciferase reporter (MCF7-derived line), luminescence, 24 h. Potency, µM (series often up to 46.1 µM), for the others: top-dose activation, hits mostly activators. hit rate 0.31% among 410,000. AID 624171; note: potency is the fitted concentration of half-maximal effect; % of control where 0% means no effect; nearly all actives have a fitted effect of over 65% in size
#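 Steps: seed AREc32_Fluc cells (1000/well, 5% FBS OPTI-MEM); incubate overnight at 37 deg C; add 23 nL compound; incubate 24 hr; add Steady-Glo; hold 30 min RT; read luminescence.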
# The depositor's hits bear a star; i = inactive; ? = inconclusive; . = no result given; & = joins results of further samples; [ ] = remark or other dose. Unless noted, calls come from the whole dose curve; as a rule, active = well fitted curve in the direction sought with a large enough effect; inconclusive = small, poorly fitted or top-dose-only effect, or another doubt; inactive = no such curve, though single readings can be large; an effect the other way counts as inactive or inconclusive. Rows are unselected; any-hit rate near 4.3%.
no.	canonical_smiles	HepG2 viability	A549 tox	Nrf2 inh	Mm-Cpn inhibitor	Abeta yeast res	CCT chaperon mod	pAkt inh	TGFb SMAD3 inh	Nrf2 activator
1	O=C(O)c1ccc(/C=N/Nc2ccc(C(F)(F)F)cn2)cc1	-10%	0%	?	1%	-48%[inhibitor]	0.0	i	-4%	0.3%
2	Cc1ccc(-n2nnnc2SCC(=O)NC2CCCc3ccccc32)cc1 (centres undefined)	-8%	5%	?	-3%	13%	0.2	i	-19%	4.1%
3	CC1(C2CCC3(C)OC3C2)CO1 (centres undefined)	-9%	9%	3%	.	-7%	-0.8	i	7%	0.5%
4	CC1=NN(c2ccccc2)C(=O)C1C(=O)c1ccc([N+](=O)[O-])cc1 (centres undefined)	-3%	?	26µM*	-4%	-44%[inhibitor]	-2.3	i	-1%	0.1%
5	COc1ccc(CNC(=S)NC(C)CCc2ccccc2)cc1 (centres undefined)	-22%	0%	-12%	-2%	?	-2.1	i	-20%	-0.8%
6	COc1ccc(NC(=O)c2cc3ccccc3oc2=O)c(OC)c1	-16%	1%	?	1%	-8%	0.2	i	-1%	15%
7	Cn1c(CC(=O)NC(C)(C)CO)c(Sc2ccccc2)c2ccccc21	-1%	-6%	17%	1%	?	2.0	i	0%	3.7%
8	CCOc1cc(S(=O)(=O)N2CCCCCC2)ccc1F	-1%	-3%	.	-1%	-10%	-1.1	i	12%	-1.7%
9	CC12CCC(=O)N1C(C(=O)NCc1ccc(Cl)cc1Cl)CS2 (centres undefined)	-10%	-7%	-6%	-1%	17%	3.7	i	14%	-0.1%
10	COc1ccc(N2CC(C(=O)N3CCCC(C)C3)CC2=O)cc1 (centres undefined)	3%	-3%	1%	1%	-3%	-1.2	i	15%	-0.3%
11	CC(=O)N1CCN(C(=S)Nc2cc(S(=O)(=O)N3CCOCC3)ccc2Cl)CC1	-18%	0%	-1%	-7%	1%	-1.2	i	-8%	0.5%
12	CCn1cc(C(=O)N[C@@H](CCSC)C(=O)NCCO)c(=O)c2cc3c(cc21)OCO3	-13%	-1%	6%	-1%	1%	-1.9	i	0%	-0.8%
13	COc1cc2c(cc1OC)C(C)N(C(=O)c1cc3c(=O)oc4ccc(C)cc4c3s1)CC2 (centres undefined)	-2%	-2%	-20%	0%	5%	-0.6	i	12%	0.0%
14	Cc1ccc(-c2csc(NC(=O)C3=NN(c4ccccc4)C(=O)CC3)n2)cc1	-6%	-1%	?	-8%	9%	-1.0	i	-12%	5.3%
15	CCOC(=O)c1c(NC(=O)COC(=O)c2nccnc2N)sc(C(=O)N(C)C)c1C	-1%	1%	-1%	0%	4%	2.1	i	-1%	-1.8%
16	Cc1ccccc1Cn1c(Cc2ccccc2)nc2ccccc21	-6%	.	-13%	-1%	?	-1.8	i	-22%	0.3%
17	Cc1ccc2nc(SCC(=O)Nc3ccc(Br)cc3)nc(=O)n2c1	0%	-6%	-20%	-21%	-3%	-0.7	i	10%	1.9%
18	O=C(c1cc2nc(-c3ccccc3)cc(-c3ccccc3)n2n1)N1CCN(C(=O)c2ccco2)CC1	-16%	-2%	23µM*	-2%	6%	-17	i	-32%	1.5%
19	CCOC(=O)c1c(NC(=O)C[n+]2ccccc2)sc2c1CCCC2	-2%	-3%	3%	-4%	14%	0.6	i	-9%	0.0%
20	Cn1c(SCc2c(F)cccc2Cl)nnc1-c1cnccn1	-17%	-5%	?	0%	23%	-1.0	i	-8%	0.2%
21	CCOc1cccc(-c2cc(NCCc3ccccn3)n3nccc3n2)c1	8%	.	.	.	17%	1.8	i	2%	1.0%
22	C[C@@H]1CN([C@@H](C)CO)C(=O)CCCn2cc(nn2)CO[C@H]1CN(C)S(=O)(=O)c1cccc(F)c1	2%	.	.	.	6%	-2.7	i	24%	-1.1%
23	Cc1sc2nc(CSCC(=O)N3CC(C)OC(C)C3)[nH]c(=O)c2c1C (centres undefined)	-12%	-2%	-13%	-1%	3%	1.2	i	-23%	-0.8%
24	O=C(Cn1cccc1C(=O)c1ccccc1)NCc1ccccn1	0%	-4%	-1%	1%	11%	-0.4	i	0%	-0.6%
25	O=C(CCn1c(=S)oc2ccccc21)Nc1ccc2c(c1)OCCO2	-2%	1%	17%	-2%	3%	-7.2	i	-2%	0.0%
26	COc1ccccc1CNC(=O)c1cnc2sc(N3CCCCCC3)nn2c1=O	-34%	1%	-6%	.	-8%	.	.	-21%	0.7%
27	Cc1ccc(CNC(=O)C2CCCN2S(=O)(=O)c2ccc(F)cc2)cc1 (centres undefined)	15%	-1%	-13%	2%	11%	-3.2	i	2%	-0.4%
28	COc1cccc(CNC(=O)CN2C(=O)CC(c3ccccc3)=Nc3ccccc32)c1	-8%	-1%	-7%	5%	1%	-7.9	i	-5%	0.5%
29	CC(CSc1nc2ccccc2s1)Cn1c(N2CCCC2)nc2c1c(=O)[nH]c(=O)n2C (centres undefined)	-30%	-12%	?	1%	-6%	0.1	i	-5%	2.4%
30	CCCCC(CC)CN1CN(CC(CC)CCCC)CC(C)(N)C1 (centres undefined)	6%	-3%	-2%	.	-2%	-0.1	i	21%	-0.9%
31	Cc1cccc(N2CCN(S(=O)(=O)c3cc(C(=O)Nc4ccc(Oc5ccccc5)cc4)ccc3F)CC2C)c1 (centres undefined)	-19%	3%	.	.	4%	.	.	-13%	0.5%
32	CN(C)c1ccc(-c2nc3cnccn3c2Nc2cccc(C(F)(F)F)c2)cc1	-5%	-7%	2%[9.27 µM]	.	-7%	.	.	-23%	-0.8%
33	CCOC(=O)c1oc2ccccc2c1NC(=O)c1cccs1	-8%	7%	7%	-1%	-6%	-1.6	i	22%	0.4%
34	COc1ccc(C(=O)NC2CCN(S(=O)(=O)c3ccccc3)CC2)cc1	-3%	0%	0%	0%	-4%	1.0	i	-7%	-0.4%
35	COc1cc(C(F)(F)F)c(C(=O)N(C)Cc2ccc(Cl)c(Cl)c2)cn1	-3%	-6%	-10%	-19%	1%	0.2	i	-25%	0.5%
36	CC(=O)N1CCc2cc(S(=O)(=O)Nc3ccccc3N3CCN(C)CC3)ccc21	1%	-1%	9%	0%	-3%	0.3	i	6%	-0.7%
37	CCCc1ccc(C(O)c2ncc(-c3cccc(OC)c3)[nH]2)cc1 (centres undefined)	-26%	.	.	.	-16%	-1.3	i	?	-0.1%
38	O=C(Nc1nc2ccccc2s1)c1ccc(Cl)s1	-35%	-1%	?	-2%	4%	-0.1	i	-21%	20%
39	COC(=O)c1ccc(CNC(=O)Cn2cnc3c(SC)nc(N)nc32)cc1	-21%	2%	23µM*	0%	-12%	-3.3	i	?	0.0%
40	CCOc1cc(/C=N/NC(=O)c2nn(C)cc2Br)ccc1OCc1ccccc1Cl	-2%	-10%	?	-3%	-2%	-0.1	i	-6%	-0.2%
41	CN1Cc2c(N3CCOCC3)nc3sc(C(=O)c4ccccc4)c(N)c3c2CC1(C)C	-2%	3%	-23%	1%	-11%	0.3	i	9%	2.9%
42	Cc1cc(C(=O)OCC(=O)Nc2ccccc2Cl)c(C)o1	-4%	1%	-5%	-1%	1%	-2.8	i	1%	-0.4%
43	CC(C)(C)c1ccc(CSC2=Nc3ccccc3C3=NC(CC(=O)NCc4cccs4)C(=O)N23)cc1 (centres undefined)	-12%	?	.	.	-1%	.	.	-1%	0.3%
44	O=C(CCn1c(=O)[nH]c2ccsc2c1=O)Nc1ccc(F)c(F)c1	4%	4%	-17%	2%	13%	-0.8	i	-1%	-0.1%
45	C=CCc1cccc2cc(C(=O)Nc3ccc(F)cc3)c(=O)oc12	-1%&6%	-9%&-1%	8%&16%	2%	3%&2%	1.2	i	0%&-2%	0.1%&4.7%
46	CCOC(=O)c1c(C)[nH]c(C2=NNC(=NC(C)COC)SC2)c1C (centres undefined)	-23%	-3%	?	-2%	10%	-1.0	i	0%	3.5%
47	CCOc1ccc(-c2nc3c(c(CC)nn3-c3ccccc3)c3cc(OC)c(OC)cc23)cc1	-5%	0%	3%	.	-7%	.	.	1%	-0.5%
48	COc1cc2c(cc1OC)[C@H](C)N(C(=O)CSc1nc(O)c(C(C)C)c(=O)[nH]1)CC2	1%	0%	8%	1%	17%	-0.2	i	3%	-0.9%

# Sorted by formula weight (low to high): part of the list above
no.	canonical_smiles	HepG2 viability	A549 tox	Nrf2 inh	Mm-Cpn inhibitor	Abeta yeast res	CCT chaperon mod	pAkt inh	TGFb SMAD3 inh	Nrf2 activator
20	Cn1c(SCc2c(F)cccc2Cl)nnc1-c1cnccn1	-17%	-5%	?	0%	23%	-1.0	i	-8%	0.2%
43	CC(C)(C)c1ccc(CSC2=Nc3ccccc3C3=NC(CC(=O)NCc4cccs4)C(=O)N23)cc1 (centres undefined)	-12%	?	.	.	-1%	.	.	-1%	0.3%
31	Cc1cccc(N2CCN(S(=O)(=O)c3cc(C(=O)Nc4ccc(Oc5ccccc5)cc4)ccc3F)CC2C)c1 (centres undefined)	-19%	3%	.	.	4%	.	.	-13%	0.5%

# As entered above.
# Under Mm-Cpn inhibitor, `O=C(CCn1c(=O)[nH]c2ccsc2c1=O)Nc1ccc(F)c(F)c1` is entered as 2%
# Under HepG2 viability, `COc1cc(C(F)(F)F)c(C(=O)N(C)Cc2ccc(Cl)c(Cl)c2)cn1` is entered as -3%
